TNAP act hi DEA = increases human TNAP activity under high phosphate acceptor concentration. purified TNAP, CDP-star luminescence, 1 M DEA, 30 min; active compounds read high; 0 = EDTA background, 1 = DMSO-only activity. AID 1136. P05186. 200,000 tested, under 10 active. activation factor at 20 µM;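 active = activation factor at least 2 at 20 µM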
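system = human TNAP | amount = enzyme diluted 1/800 final | reagent = 100 µM CDP-star substrate | signal = luminescent substrate turnover signal | dosing = one dose, 20 µM | benchmarks = EDTA negative control, DMSO positive control | measure = activation factor | timing = 30 min reaction, room temperature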
FLuc inhib CS = Photinus pyralis luciferase inhibition counter-screen | P08659 | ATPLite firefly luciferase biochemical luminescence, 10 min | inhibition, % at 10 µM | hit rate 1.5% among 200,000 | AID 1006;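 active = inhibition above about 50% when tested at 10 µM, limit read from the data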
Target sequence (P08659 whole entry, looked up): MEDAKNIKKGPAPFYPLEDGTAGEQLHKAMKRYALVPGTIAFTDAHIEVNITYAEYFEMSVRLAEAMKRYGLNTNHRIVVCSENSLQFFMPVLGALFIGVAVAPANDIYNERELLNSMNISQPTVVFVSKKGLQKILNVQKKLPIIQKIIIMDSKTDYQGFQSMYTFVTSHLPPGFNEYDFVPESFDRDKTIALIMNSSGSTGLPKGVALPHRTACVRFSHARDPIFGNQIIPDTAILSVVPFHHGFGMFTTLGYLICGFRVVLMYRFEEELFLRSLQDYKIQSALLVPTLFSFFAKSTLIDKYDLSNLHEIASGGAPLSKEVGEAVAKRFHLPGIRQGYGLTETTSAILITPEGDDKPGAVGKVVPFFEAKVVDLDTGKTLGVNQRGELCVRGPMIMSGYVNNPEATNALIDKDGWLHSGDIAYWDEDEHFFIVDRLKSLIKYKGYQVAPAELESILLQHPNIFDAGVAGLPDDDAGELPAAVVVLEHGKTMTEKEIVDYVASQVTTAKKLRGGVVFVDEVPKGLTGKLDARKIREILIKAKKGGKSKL
APP 5'UTR act = activates APP 5'UTR luciferase reporter; activation, % at 2 µM; SH-SY5Y APP 5'UTR luciferase reporter, luminescence; zero percent = DMSO vehicle wells; hit rate 1% among 190,000;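 active = activation above a set limit, based on mean plus 3 SD of controls, cut at about 140% in these data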; also: values of inactives mirror those of a sister screen read the other way
PMI activator = increases human mannose-6-phosphate isomerase activity | hit rate 0.005% among 190,000 | P34949 | purified human PMI, coupled resazurin fluorescence, 20 min; active compounds read high; 1 = vehicle control, 0 substrate-free wells | activation factor at 20 µM;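 active = activation factor of 2 or more at 20 µM, relative to plate controls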
Target sequence (P34949 whole entry, looked up): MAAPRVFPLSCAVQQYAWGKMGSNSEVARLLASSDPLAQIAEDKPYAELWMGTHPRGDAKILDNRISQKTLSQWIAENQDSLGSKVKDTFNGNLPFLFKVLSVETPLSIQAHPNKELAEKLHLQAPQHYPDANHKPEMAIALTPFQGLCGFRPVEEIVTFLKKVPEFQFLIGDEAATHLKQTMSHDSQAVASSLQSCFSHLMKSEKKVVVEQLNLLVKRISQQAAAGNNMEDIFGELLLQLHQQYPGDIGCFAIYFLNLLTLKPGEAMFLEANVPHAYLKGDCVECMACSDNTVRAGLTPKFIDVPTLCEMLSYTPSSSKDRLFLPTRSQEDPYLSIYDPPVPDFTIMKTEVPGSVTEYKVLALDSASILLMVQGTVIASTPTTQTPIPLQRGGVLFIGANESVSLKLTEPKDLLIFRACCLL
TNAP inh hi DEA = TNAP (human) inhibition, high acceptor. P05186. purified TNAP, CDP-star luminescence, 1 M DEA. inhibition, % at 20 µM. hit rate 0.03% among 200,000. AID 1135;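 active = over 50% inhibition of tissue-nonspecific alkaline phosphatase at 20 µM in the single-dose screen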;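 also: plate controls were DMSO wells for no effect and EDTA-quenched wells as full inhibition for full effect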
FLuc act counter = firefly luciferase counter-screen for stimulation assays; 200,000 tested, under 10 active; ATPlite luciferase biochemical, luminescence, 10 min; 0 = ATP-free wells, 1 = DMSO control; P08659; activation factor at 10 µM;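 active = luciferase activation factor, scaled between plate controls, of at least 2 with compound at 10 µM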
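System: cell-free luciferase reagent; medium: PBS as buffer for the ATP substrate; doses: test compounds dosed from 2 mM stocks in 100% DMSO; incubation: 10 min, room temperature; measured by: luminescence from luciferase reaction; read-out: luciferase activation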
PMI act hi M6P = activators of human phosphomannose isomerase at near-saturating mannose 6-phosphate; P34949; coupled PMI enzyme assay, resazurin fluorescence, 20 min; active compounds read high; 1 = untreated enzyme, 0 = substrate-free blank; activation factor at 20 µM; hit rate 0.34% among 190,000; AID 1216;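 active = activation factor of 2 or more at 20 µM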
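Test system: Human PMI in coupled enzyme assay | Input: 15 ng/mL PMI | Medium: HEPES-buffered pH 7.4 with magnesium and detergent | Compound: One concentration, 20 µM, in 1% DMSO | Incubation: Enzyme reaction with compound 20 min at room temperature | Detection: Diaphorase-driven resazurin-to-resorufin fluorescence, excitation 544, emission 590 nm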
TNAP inh noacc = TNAP (human) inhibition, acceptor-free conditions. purified TNAP, CDP-star luminescence, 30 min. inhibition, % at 20 µM. hit rate 0.26% among 200,000;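 active = tissue-nonspecific alkaline phosphatase inhibition above about 50% at 20 µM in the single-dose screen, limit read from the data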;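 also: 0% = DMSO negative control and 100% = EDTA positive control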
NF-kB neuron act = compounds increasing NF-kB expression in human neuronal cells. NF-kB reporter expression; active compounds read high. fold change at 12.5 µM. hit rate 1.6% among 190,000. AID 1239; in the data active = fold change above about 3.3
bIAP act = intestinal alkaline phosphatase (bovine) activation. purified bovine IAP, CDP-star luminescence, 30 min; active compounds read high; fold of DMSO-control signal, blank-subtracted. activation factor at 20 µM. hit rate 0.17% among 200,000;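 active = activation factor of 2 or more at 20 µM, a signal rise over negative controls twice the positive control's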
* = called active by the depositor; / = not tested or not shown.

SMILES	TNAP act hi DEA	FLuc inhib CS	APP 5'UTR act	PMI activator	TNAP inh hi DEA	FLuc act counter	PMI act hi M6P	TNAP inh noacc	NF-kB neuron act	bIAP act
O=C(Nc1nc2ccc(Cl)cc2s1)[C@@H]1CCCN1C(=O)c1cccs1	1	-1	9	0.8	-2	1	0.8	-4	0.81	1.3
CCCNC(=O)Cn1nc(C(F)(F)F)c2c1CCC2	1	-8	-3	/	-3	1.1	/	-3	1.1	1
Cc1cccc(C)c1NC(=O)c1cc(S(=O)(=O)N2CCOCC2)ccc1F	1	-1	-3	1.1	0	1	1	-6	1.6	1.1
COc1ccc(OC)c(NC(=S)NCc2cccs2)c1	1.1	-8	-2	1.1	-7	1.1	1	-9	1.3	1.1
S=c1[nH]cc(-c2ccccc2)n1-c1cccc(Cl)c1	1	2	0	1	-4	1	0.9	-18	1.3	1
COCc1c(C(=O)OCC(=O)NCCN2C(=O)CSC2=O)oc2ccccc12	1	-6	-3	0.8	2	1.1	0.8	-7	1.1	1
COC(=O)[C@H](C)NC(=O)Nc1ccccc1C(F)(F)F	1.1	-7	4	0.9	-7	1.1	0.9	-3	1.1	0.9
Cc1nc2ccc(-c3nc4ccccc4o3)cc2[nH]1	1	63*	143*	0.9	-1	0.4	0.9	-9	7*	1
COc1ccc(-n2nnnc2SCC(=O)c2ccc3c(c2)OCCO3)cc1	1	1	-4	1	-1	1	1	-9	1.2	1
COCCNC(=O)c1ccccc1NC(=O)c1cccc([N+](=O)[O-])c1C	1	0	15	1	0	1	1	-4	1	1.3
CCc1ccccc1NC(=S)N1CCN(c2ccccn2)CC1	1	-11	7	1	-5	1.1	1	-8	1.2	0.9
S=C(NC1CCCCC1)N(CCc1nc2ccccc2[nH]1)C1CCCC1	1	-6	16	0.8	-5	1.1	0.9	-26	0.86	1
NS(=O)(=O)c1ccc(NC(=S)NCc2ccccc2Cl)cc1	0.9	-2	6	0.9	5	1	0.9	0	1.2	0.9
Cc1nc2ccc(NS(=O)(=O)c3ccc4c(c3)OCCO4)cc2s1	1	-2	11	0.9	1	1	0.9	-5	0.82	0.9
CC(C)S(=O)(=O)C1=NSC2=NC(=O)/C(=C\c3ccc(-c4cccc(C(=O)O)c4)o3)C(=N)N21	0.9	6	19	1.2	15	0.9	1.1	15	1.3	1
C/C(=C\C(=O)c1ccccc1)NCc1ccc(F)cc1	1.1	-2	2	1	-5	1	1	-10	1.6	0.8
CCCCNC(=O)Nc1nc2ccc(CC)cc2s1	1	3	85	1.1	-3	1	1	-3	1.9	0.9
COCCCn1c(SCc2cc(=O)[nH]c3ccccc23)nnc1-c1ccco1	1.1	-5	19	0.8	-6	1.1	0.9	-11	0.9	0.9
COC(=O)c1n[nH]c2ccccc12	1.1	-7	3	1.1	-8	1.1	1	55*	1.3	0.9
Cn1c(O)c(C=Nc2ccc(N3CCOCC3)cc2)c(=O)n(C)c1=S	1	6	11	1	-1	0.9	0.8	-7	1.5	0.9
COc1cc2[nH]c(=S)n(Cc3ccc(F)cc3)c(=O)c2cc1OC	1.1	-5	-4	1	-6	1.1	1.1	-8	0.93	0.9
CCOC(=O)C1=C(C)NC(SCC(=O)O)=NC1c1ccccc1 (configuration not stated)	1	-1	-5	0.9	-3	1	0.8	-10	1.2	1
Cc1occc1C(=O)Nc1nnc(-c2cccs2)s1	1	-2	114	0.9	-2	1	1	-7	1.5	1
CCCCc1c(C)nc2ccc(Br)cc2c1SCCC#N	1	-3	-6	0.9	-3	1	0.9	-13	0.85	0.8
Cc1cc(C(=O)Cn2ncc(Cl)c(Cl)c2=O)c(C)n1CC(F)(F)F	1	3	-75	1	-1	1	1	-17	0.96	0.4
CC(C)OC(=O)c1ccc(S(N)(=O)=O)o1	1	-4	/	1.1	0	1	1.1	-9	1.3	0.9
Cc1ccc2c(C(=O)CN3CCOCC3)c(C)[nH]c2c1	1	-5	1	0.9	-4	1.1	0.9	-9	1.1	0.9
CC1(C)CC(=O)c2sc(NC(=O)Cc3cccs3)nc2C1	1	-1	10	0.9	-3	1	0.9	-7	1.4	0.9
O=C(O)c1cc(-c2cccc([N+](=O)[O-])c2)n[nH]1	1	0	-2	1.1	-3	1	1	41	0.96	0.8
Cc1cccc2cc3c(N)c(C(=O)N4CCCc5ccccc54)sc3nc12	1	-2	/	0.9	0	1	0.9	5	2.9	1
C/C(N)=C(/C#N)C(=O)COC(=O)CNS(=O)(=O)c1ccc(F)c(F)c1F	1	-4	-9	1.1	-4	1	1	-69	0.87	1.4
Cc1ccc(CN2C(=O)NC(Cc3c[nH]c4ccccc34)C2=O)cc1 (configuration not stated)	1.1	-5	3	1	-7	1.1	1.1	-5	1	0.8
Cc1cc(C)nc(SCc2nnc(SCC(=O)Nc3nccs3)n2Cc2ccco2)n1	1.1	-5	22	0.9	-7	1.1	1	-11	1.1	0.9
NC1=NC(=O)/C(=C/c2c(OS(=O)(=O)c3ccc(Cl)cc3)ccc3ccccc23)S1	1	-8	4	1.2	-1	1.1	1.2	-8	1	1
O=S(=O)(Cc1ccccc1Cl)N1CCN(Cc2ccc3c(c2)OCO3)CC1	1	-7	14	1	-2	1.1	1	-9	1	1
Cc1ccc(S(=O)(=O)N(C)C)cc1NC(=S)N1CCN(Cc2ccc3c(c2)OCO3)CC1	1.1	-4	5	1	-5	1	0.9	-23	1.4	0.9
Cc1sc2cc(-c3cccc([N+](=O)[O-])c3)c(-c3cccc([N+](=O)[O-])c3)c[n+]2c1C	1	-7	-14	1	-4	1.1	1	-5	1	0.9
CCc1nnc(NC(=O)CCC(=O)O)s1	1.1	-1	12	1.1	-8	1	1.1	-18	1.4	1
CN(C)c1ccc(/C=N/NC(=O)c2ccco2)cc1	1	84*	110	0.9	-1	0.2	1	-8	5.6*	0.4
O=C(Cn1cc(C(=O)C2CC2)c2ccccc21)NC1CCCC1	1	-1	13	1.1	0	1	1	-7	0.98	1
COc1ccc(-c2cc(C(=O)NCC3CCCO3)c3ccccc3n2)cc1 (configuration not stated)	1	19	20	0.9	3	0.8	0.9	4	1	0.9
CC(O)CNc1ccc([N+](=O)[O-])cc1S(=O)(=O)N1CCOCC1 (configuration not stated)	1	-7	-2	1	-3	1.1	0.9	-7	0.9	0.9
CC(OC(=O)c1cc(S(=O)(=O)N(C)c2ccccc2)ccc1Cl)C(=O)Nc1ccc2c(c1)OCCO2 (configuration not stated)	1	-7	-2	1	-4	1.1	1	-3	1	1.3
COCCNC(=O)c1onc(CSc2cc(C)cc(C)c2)c1C(=O)O	1.1	-8	-6	1	-6	1.1	1.1	-13	1.3	0.9
N#CCSc1nnc(COc2ccc3ccccc3c2)o1	1.1	0	6	1	-6	1	0.9	-9	1.9	1
CCC(C)Nc1nc2c(C)cccn2c(=O)c1C=Nc1ccc(OC)cc1 (configuration not stated)	1	-6	-17	0.9	-1	1.1	0.9	-10	0.93	0.9
c1cncc(-c2nnc3n2CCC3)c1	1	-5	5	1	-4	1	1	-11	1.2	0.9
N#Cc1ccc(Oc2cccc(C(=O)O)c2)cc1C#N	1.1	-6	16	1	-6	1.1	1	-12	1.4	1
Cc1ccc(NC(=O)C(CC(C)C)NC(=O)C2CCC(C)CC2)nc1 (configuration not stated)	1	-4	10	0.9	-1	1	0.9	-5	0.78	1
Cc1ccccc1OCCN1CCC(Cc2ccccc2)CC1	1.1	-9	-5	1.1	-7	1.1	1.2	-7	1.1	0.8
COC(=O)c1c(NC(=O)COC(=O)c2ccc(O)cc2)sc2c1CCCCC2	1	-3	-22	0.9	-2	1	0.9	-3	0.82	1
COc1ccccc1-n1c(COc2ccccc2-c2ccccc2)nnc1SCC(=O)c1c(N)n(C)c(=O)n(C)c1=O	1.1	2	8	0.9	-7	1	0.8	-10	0.9	0.4
S=C(c1ccc(-c2cccc(Cl)c2)o1)N1CCOCC1	1	27	141*	0.6	0	0.7	0.8	-5	5.7*	0.7
CCOC(=O)C1CCCN(Cc2cc(=O)oc3cc(C)ccc23)C1 (configuration not stated)	1.1	5	25	1.1	-6	1	1	-14	1.7	0.9
O=C(NCc1ccccc1)c1cc(-c2cccc(O)c2)on1	1	1	15	1	-4	1	1.1	-6	2	0.9
COc1ccccc1N1C(=O)CC(Sc2ncccc2C(=O)O)C1=O (configuration not stated)	1	-4	-3	1.2	-3	1	1.1	-6	1.1	0.9
Cc1onc(-c2ccccc2)c1-c1nc2ccccc2c(=O)o1	1	-6	-3	0.9	-3	1.1	0.9	-10	1.6	0.9
O=C1CNC(=O)N1Cc1ccc(Br)cc1	1	6	12	1	-2	0.9	1	-9	1	1
CN(C)S(=O)(=O)c1cc(NC(=O)CN2CCNC(=O)C2)ccc1Cl	1	-3	3	0.9	1	1	1.1	-16	1.3	0.5
Cc1ccc2cc(/C=N/NC(=O)[C@H](C)NC(=O)OC(C)(C)C)c(Cl)nc2c1	1	6	8	1	3	0.9	1.2	-18	1.2	1

A draw from above in order of heavy-atom count, lowest first.
SMILES	TNAP act hi DEA	FLuc inhib CS	APP 5'UTR act	PMI activator	TNAP inh hi DEA	FLuc act counter	PMI act hi M6P	TNAP inh noacc	NF-kB neuron act	bIAP act
O=C1CNC(=O)N1Cc1ccc(Br)cc1	1	6	12	1	-2	0.9	1	-9	1	1
N#Cc1ccc(Oc2cccc(C(=O)O)c2)cc1C#N	1.1	-6	16	1	-6	1.1	1	-12	1.4	1
O=C(NCc1ccccc1)c1cc(-c2cccc(O)c2)on1	1	1	15	1	-4	1	1.1	-6	2	0.9
Cc1ccc(NC(=O)C(CC(C)C)NC(=O)C2CCC(C)CC2)nc1 (configuration not stated)	1	-4	10	0.9	-1	1	0.9	-5	0.78	1
COc1ccc(-c2cc(C(=O)NCC3CCCO3)c3ccccc3n2)cc1 (configuration not stated)	1	19	20	0.9	3	0.8	0.9	4	1	0.9

(listing goes on)
SMILES	TNAP act hi DEA	FLuc inhib CS	APP 5'UTR act	PMI activator	TNAP inh hi DEA	FLuc act counter	PMI act hi M6P	TNAP inh noacc	NF-kB neuron act	bIAP act
C[C@@H]1C=C[C@](Cc2ccccc2)(C(=O)NCC2CC2)N1C(=O)c1ccccc1	1	6	26	1	1	0.9	0.9	-7	1.8	1.3
Cc1c(NC(=S)SCc2ccccc2)c(=O)n(-c2ccccc2)n1C	1	-8	-8	1.1	-2	1.1	1.1	29	1.6	1
c1ccc2oc(SCc3cn4ccsc4n3)nc2c1	1.1	18	127	0.8	-6	0.8	0.9	-8	3	0.9
CC(C)COP(=O)(CNC(=O)CN1C(=O)c2ccccc2S1(=O)=O)OCC(C)C	1	1	-14	1.1	-3	1	1	-2	1	1
COc1ccc(C(=O)Nc2cc(C(C)=O)c(C)oc2=O)cc1	1	17	26	1.6	-4	0.8	1.6	-5	1.1	1
NC(=O)c1sc2nc3c(c(-c4ccc(Cl)cc4)c2c1N)CCCC3	1.1	-5	/	1.2	-6	1.1	1.3	-12	0.93	1.1
CN1CCN(C(=O)C(Cc2ccccc2)NS(=O)(=O)c2ccc3c(c2)CCC(=O)N3)CC1 (configuration not stated)	1	-5	-6	1	1	1	1.1	14	1	1
Fc1ccccc1N1CCN(C2CCN(Cc3c[nH]c4ccccc34)CC2)CC1	1.1	-2	/	0.9	-6	1	0.9	-9	/	1

Screens (PubChem BioAssay)

Compounds were not picked by outcome; overall some 3.6% were active at least once.
